# tim23-1 inh = tim23-1 yeast growth inhibition; S. cerevisiae tim23-1 growth, BacTiter-Glo luminescence, 24 h; AID 463212; inhibition, % at 20 µM; hit rate 1.3% among 330,000;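 active = growth inhibition of the mutant yeast at or above 50%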;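 also: temperature-sensitive mutant grown at 25 °C; plate controls were DMSO-treated mutant yeast for no effect and medium wells lacking yeast for full effect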
# 697 NFkB inh = lowers PMA/ionomycin-induced NF-kB signal in 697 B cells | 697 B-cell NF-kB luciferase reporter, 16 h | inhibition, % at 4 µM | hit rate 0.33% among 330,000 | AID 435022; in the data active = inhibition above about 35%
# UPR CHOP act = activators of apoptotic arm of unfolded protein response (CHOP); CHO-CHOP luciferase reporter, UPR activation, luminescence; percent of tunicamycin response over DMSO baseline; activation, % at 10 µM; hit rate 0.34% among 330,000; AID 449763;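 active = at 10 µM dose, activation of 40% or more, normalized to positive control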;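 also: 100% = tunicamycin at 10 µg/mL and 0% = DMSO alone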
#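 measured by = luciferase luminescence | assay system = CHO-CHOP cells, stable luciferase reporter of PERK-eIF2a-CHOP signalling | amount = 500 reporter cells seeded per well | timing = 6 h compound exposure at 37 °C after overnight seeding | controls = positive tunicamycin 10 µg/mL, negative DMSO alone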
# Jurkat NFkB inh = inhibitors of the PMA/ionomycin-induced NF-kB reporter in Jurkat cells; AID 435003; hit rate 0.53% among 330,000; PMA/ionomycin-induced NF-kB luciferase reporter, luminescence; inhibition, % at 4 µM; in the data active = inhibition above about 50%
# TIM10 inh = inhibits growth of TIM10 yeast strain | AID 463195 | hit rate 1.4% among 330,000 | inhibition, % at 10 µM | S. cerevisiae TIM10 strain growth, BacTiter-Glo luminescence, 24 h;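 active = inhibition of 40% or more at the single tested concentration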;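 also: wild-type TIM10 isogenic control strain grown at permissive 25 °C; 0% = DMSO yeast wells and 100% = minimal medium wells without yeast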
# XBP1 UPR activ = adaptive UPR (XBP1) activation; hit rate 0.33% among 330,000; CHO-XBP1 luciferase reporter, IRE1-XBP1 UPR activation, luminescence; percent of tunicamycin response, DMSO as zero; activation, % at 20 µM;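 active = versus positive control, 20 µM dose yields 30% or more activation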;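 also: 100% = tunicamycin at 10 µg/mL and 0% = DMSO only wells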
#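 incubation = overnight seeding at 37 °C, 6 h compound treatment at 37 °C | assay system = CHO-XBP1 cells stably carrying IRE1-XBP1-driven luciferase reporter | input = 1000 cells per well | detection = luciferase luminescence | dosing = single point, 20 µM final compound, 1% DMSO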
# Mdm2-MdmX inh = inhibitors of human Mdm2/MdmX interaction; O15151+Q00987; hit rate 3% among 330,000; inhibition, % at 8 µM; AID 485346; SaOS-2 split-luciferase Mdm2/MdmX complementation, luminescence;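 active = inhibition of at least 50% at 8 µM in the primary screen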
# Target sequence (O15151 whole entry, looked up): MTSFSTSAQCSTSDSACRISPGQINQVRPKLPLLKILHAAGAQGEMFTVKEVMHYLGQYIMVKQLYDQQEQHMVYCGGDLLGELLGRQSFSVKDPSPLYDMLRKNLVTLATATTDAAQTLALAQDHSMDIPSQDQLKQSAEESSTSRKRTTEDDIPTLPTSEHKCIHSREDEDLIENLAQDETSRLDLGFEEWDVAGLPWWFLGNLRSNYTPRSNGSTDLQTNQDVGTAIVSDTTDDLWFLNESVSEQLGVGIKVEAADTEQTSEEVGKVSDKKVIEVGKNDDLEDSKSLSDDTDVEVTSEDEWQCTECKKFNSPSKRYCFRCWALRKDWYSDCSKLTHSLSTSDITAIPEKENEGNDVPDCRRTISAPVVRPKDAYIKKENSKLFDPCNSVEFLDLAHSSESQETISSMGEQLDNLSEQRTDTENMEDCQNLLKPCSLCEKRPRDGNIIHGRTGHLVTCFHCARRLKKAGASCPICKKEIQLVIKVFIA
# Target sequence (Q00987 whole entry, looked up): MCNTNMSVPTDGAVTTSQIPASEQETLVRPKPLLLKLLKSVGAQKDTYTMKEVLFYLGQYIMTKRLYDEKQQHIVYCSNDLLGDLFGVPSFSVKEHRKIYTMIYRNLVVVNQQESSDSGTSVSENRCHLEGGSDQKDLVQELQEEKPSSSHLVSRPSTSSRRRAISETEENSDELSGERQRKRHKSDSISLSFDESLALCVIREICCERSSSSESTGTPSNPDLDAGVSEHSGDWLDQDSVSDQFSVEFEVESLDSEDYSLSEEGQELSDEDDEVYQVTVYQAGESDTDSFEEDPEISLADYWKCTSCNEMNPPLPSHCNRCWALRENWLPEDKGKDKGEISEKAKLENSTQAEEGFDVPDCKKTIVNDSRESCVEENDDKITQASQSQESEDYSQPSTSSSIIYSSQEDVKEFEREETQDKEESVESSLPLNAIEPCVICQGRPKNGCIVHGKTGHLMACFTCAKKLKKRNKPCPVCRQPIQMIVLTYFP
# tim10-1 inh = inhibits growth of tim10-1 mutant yeast | hit rate 2.2% among 330,000 | AID 463190 | inhibition, % at 20 µM | S. cerevisiae tim10-1 ts strain growth, BacTiter-Glo, 24 h;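 active = inhibition of at least 40%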;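 also: mutant grown at 25 °C; 0% = DMSO wells with yeast and 100% = wells holding no yeast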
# The depositor's hits bear a star; & = joins results of further samples.
# Sequence of screens: tim23-1 inh	697 NFkB inh	UPR CHOP act	Jurkat NFkB inh	TIM10 inh	XBP1 UPR activ	Mdm2-MdmX inh	tim10-1 inh
- CC(C)c1ccc(NC2CCCN(C(=O)CCN3CCCO3)C2)cc1 (stereo unspecified)
  -2	-11	1.3	-6	6	-1	3	9
- CCOc1cc(-c2c(C#N)c(N)nc3c2CCCC3)ccc1O
  24	-5	0.5	-4	24	3	34	33
- CCc1cc(=O)oc2c(C)c(OS(C)(=O)=O)ccc12
  -10	16	-1.4	-10	2	0	20	7
- Cc1ccc(S(=O)(=O)N2CCC(C)CC2)cc1
  40	-7	3.5	6	6	-4	-10	34
- Cc1cc(=O)oc2cc(OCC(=O)Nc3ccc(S(=O)(=O)N(C)C)cc3)ccc12
  -6	0	-1.1	8	-8	2	4	-4
- CCCOc1ccc(N2C(=O)CC(N3CCN(CCN=CC4C(=O)CC(C)(C)CC4=O)CC3)C2=O)cc1 (stereo unspecified)
  10	10	2.3	5	16	-1	27	21
- COc1cc(CCC(=O)Nc2ccc(Cl)c(C(F)(F)F)c2)cc(OC)c1OC
  32	-11	-2.5	8	38	-3	20	39
- COc1ccc(S(=O)(=O)N2CCOCC2)cc1NC(=O)c1c(-c2ccccc2)noc1C
  24	15	0.4	-2	15	0	2	22
- O=C1c2ccccc2S(=O)(=O)c2cc(C(=O)N3CCN(C(=O)c4ccccc4)CC3)ccc21
  10	8	-0.1	15	6	1	6	0
- O=C(NCc1ccccc1)C1=C[C@@H](c2ccc3c(c2)OCO3)C[C@@H](OCc2ccc(CO)cc2)O1
  29	0	-0.4	2	8	-2	7	24
- CC(=O)c1ccc(OCCCC(=O)NCC(c2ccco2)N(C)C)cc1 (stereo unspecified)
  2	22	0.6	2	-4	0	21	9
- CCOCC(=O)Nc1c(C(=O)Nc2ccc3c(c2)OCO3)oc2ccccc12
  -9	-11	4.4	-59	7	-3	-26	-5
- CC1=C(C(=O)OCc2ccccc2)C(c2ccc([N+](=O)[O-])cc2)NC(=O)N1CCCCCC(=O)O (stereo unspecified)
  10	22	2.9	13	12	2	-3	7
- CCOC(=O)CC1(NC(=O)C2CCC(=O)N(CCc3ccccc3)C2)CCCCC1 (stereo unspecified)
  10	-17	4.6	-7	4	-3	-1	6
- O=C(NCCO)c1ccc(CSc2nc3ccccc3[nH]2)cc1
  8	12	3.8	-31	1	1	-15	6
- O=C1c2ccccc2C(=O)c2c(Nc3ccc(CCO)cc3)ccc(O)c21
  57*	-1	1.7	-1	34	0	72*	59*
- Cc1ccccc1Nc1nc(N)nc(CN2CCN(c3ccccn3)CC2)n1
  0	-9	1.6	-13	7	-4	11	15
- O=C(NCCc1c[nH]c2ccccc12)c1ccc2[nH]c(=O)c(=O)[nH]c2c1
  7	15	-0.4	-8	-4	-7	4	8
- Cc1ccc(NC(=O)CCS(=O)(=O)c2ccc3c(c2)NC(=O)C(C)S3)cc1Cl (stereo unspecified)
  11	-14	1.3	16	3	-4	6	22
- CCOc1ccc(NS(=O)(=O)c2c(C)nc3sccn3c2=O)cc1
  16	-6	0.0	1	8	0	0	14
- COc1ccc(N2CC(C(=O)OCC(=O)Nc3cccc(C)c3C)CC2=O)cc1 (stereo unspecified)
  7	11	2.1	9	14	1	11	0
- Cc1ccccc1Nc1nc(N)nc(COC(=O)c2ccc(S(=O)(=O)N(C)C)cc2)n1
  -5	-25	3.0	12	7	5	-30	15
- CCC(=O)N=c1sc2cc(F)cc(F)c2n1C
  7	11	6.7	-20	-9	2	-6	-21
- N/C(=N\OC(=O)/C=C/c1ccccc1)c1cccnc1
  16	-39	6.1	-27	10	2	-16	28
- COc1cccc(-n2cc(CNCc3cn(C)nc3-c3ccccc3F)cn2)c1
  9	6	0.8	-4	7	-2	-13	11
- Cc1ccc(C(=O)Nc2ccc3c(c2)OCO3)o1
  6	-88	3.7	-69	-10	0	-47	7
- O=C(O)CCCC(=O)Nc1ccc(Br)cc1C(=O)O
  3	28	1.3	6	-3	-2	3	14
- COC(CNC(=O)c1cn(C)c2ccc(S(=O)(=O)N3CCOCC3)cc2c1=O)OC
  -6	30	-1.4	-13	-6	-5	19	-6
- CC(C)N(C(=O)COC(=O)Cn1cnc2ccccc21)c1ccccc1
  6	18	1.9	5	0	-1	20	2
- Cc1cccc(NC(=O)C2CCN(S(=O)(=O)c3cccc4cccnc34)CC2)n1
  3	6	0.6	2	9	2	16	3

# Two compounds from above, reduced to tim10-1 inh.
Compound | tim10-1 inh
COc1cccc(-n2cc(CNCc3cn(C)nc3-c3ccccc3F)cn2)c1 | 11
Cc1ccc(C(=O)Nc2ccc3c(c2)OCO3)o1 | 7

# Gathered by group: those above containing an aryl methoxy group.
# Sequence of screens: tim23-1 inh	697 NFkB inh	UPR CHOP act	Jurkat NFkB inh	TIM10 inh	XBP1 UPR activ	Mdm2-MdmX inh	tim10-1 inh
- COc1cc(CCC(=O)Nc2ccc(Cl)c(C(F)(F)F)c2)cc(OC)c1OC
  32	-11	-2.5	8	38	-3	20	39
- COc1ccc(S(=O)(=O)N2CCOCC2)cc1NC(=O)c1c(-c2ccccc2)noc1C
  24	15	0.4	-2	15	0	2	22
- COc1ccc(N2CC(C(=O)OCC(=O)Nc3cccc(C)c3C)CC2=O)cc1 (stereo unspecified)
  7	11	2.1	9	14	1	11	0
- COc1cccc(-n2cc(CNCc3cn(C)nc3-c3ccccc3F)cn2)c1
  9	6	0.8	-4	7	-2	-13	11

# Next section
# Sequence of screens: tim23-1 inh	697 NFkB inh	UPR CHOP act	Jurkat NFkB inh	TIM10 inh	XBP1 UPR activ	Mdm2-MdmX inh	tim10-1 inh
- O=C(CSCc1c(Cl)cccc1Cl)NCC1CCCO1 (stereo unspecified)
  20	13	2.5	-5	11	1	11	11
- Nc1ccc2nc(SCc3ccccc3F)sc2c1
  63*	-20	4.1	11	6	-1	-74	-12
- C=CCNc1nc(Cl)nc(NC2CCCCC2)n1
  36	-10	2.4	-11	11	2	20	25
- CCc1nnc(NC(=O)CCC(=O)N2CCN(Cc3ccc(OC)c(F)c3)CC2)s1
  7	-2	-0.5	-6	3	-4	13	1
- Cc1ccc(NC(=O)COC(=O)C2CC3CCCC(C2)C3=O)c([N+](=O)[O-])c1 (stereo unspecified)
  8	11	1.1	15	-2	-2	13	2
- Cc1coc2cc3oc(=O)c(CC(=O)N(C)CC(=O)O)c(C)c3cc12
  3	16	1.0	15	-8	4	17	-1
- Cc1nn(CC(=O)N2CCOCC2)c(C)c1[N+](=O)[O-]
  0	6	-3.7	-12	-11	6	8	20
- C[C@H](NC(=O)c1ccccc1)C(=O)Nc1nc(-c2ccccn2)cs1
  17	-8	-0.6	-27	-10	-3	25	15
- COc1ccc(CNC(=O)C(=O)NCc2cccnc2)cc1
  1	9	0.3	0	2	5	8	-5
- CCOc1cc(C(=O)NC2CC(C)(C)NC(C)(C)C2)cc(OCC)c1OCC
  5	-32	-0.3	-16	5	-6	-4	1
- CCC(C)NC(=O)CSc1nnc(-c2ccc(Cl)cc2)n1N (stereo unspecified)
  -1	-5	-1.0	1	3	-2	-13	1
- COc1cc(N=C2C(=O)N3CCCc4cccc2c43)cc(OC)c1
  18	5	-0.5	12	24	-4	17	10
- CC(C)c1ccc(NC(=O)CSc2nc(=O)n(CCN3CCOCC3)c3c2CCC3)cc1
  -7	-71	0.3	-11	-1	2	20	0
- NC(=O)c1ccc(/C(N)=N/S(=O)(=O)c2cc(C(F)(F)F)cc(C(F)(F)F)c2)cc1
  10	7	0.9	2	17	0	9	5
- N#C/C(=C/c1ccccc1[N+](=O)[O-])C(=O)NCc1ccco1
  60*	8	4.0	11	60*	-2	3	52*
- COCc1c(C(=O)OCC(=O)c2ccc[nH]2)oc2ccccc12
  15	-15	-0.8	2	1	1	19	5
- COc1ccc(COC(=O)CCc2c[nH]c3ccccc23)cc1F
  28	-3	2.2	31	3	-2	20	13
- O=C(NNc1cccc(Cl)n1)c1ccc(Cl)cc1Cl
  28	-5	0.5	-25	-6	1	-25	22
- Cc1ccccc1Sc1c(C#N)c(-c2ccccc2)nn1C
  13	4	1.0	5	15	-5	4	17
- Cc1cc(C(=O)N2CCC(C)CC2)on1
  7	9	-1.8	-1	-11	-4	-2	-3
- COc1ccc(CC(=O)N(Cc2ccccc2)c2ccc(C)cc2)cc1S(=O)(=O)N1CCOCC1
  4	-34	-0.4	10	-9	0	2	-35
- O=C(OCc1ccc(Cl)c(Cl)c1)c1ccc[nH]1
  23	-42	7.0	-35	-10	8	-21	18
- Cc1cc(Cl)c(S(=O)(=O)NCCC(=O)O)cc1OCC(N)=O
  1	-8	-1.9	-12	22	1	-17	0
- CCOC(=O)C1CCCN(C(=O)CSc2ccc(Br)cc2)C1 (stereo unspecified)
  5	12	1.8	-12	-2	-2	14	30
- O=C(CN1CCN(c2ncccn2)CC1)NCCC1=CCCCC1
  10	-5	-0.5	-7	3	1	6	16
- Cc1nc2nc[nH]n2c(=O)c1NC(=O)c1cccc(OCC(C)C)c1
  12	12	-3.1	-2	3	-1	4	3
- O=C(CSc1nnc(NC(=O)c2ccco2)s1)Nc1ccccc1Br
  4	14	2.0	-6	5	4	-24	-6
- Cc1c(C(=O)N2C[C@@H](C)O[C@@H](C)C2)oc2c(F)cccc12
  6	-65	3.3	-66	8	-2	-89	-2
- Cc1ccc(C)c(C(=O)COc2ccc(C)nc2[N+](=O)[O-])c1
  21	-10	17	11	16	-6	-10	23
- NC(=O)c1sc2cc(C(F)(F)F)cnc2c1-c1cccs1
  16	-28	0.1	-14	6	3	-1	27

# Next part.
# Sequence of screens: tim23-1 inh	697 NFkB inh	UPR CHOP act	Jurkat NFkB inh	TIM10 inh	XBP1 UPR activ	Mdm2-MdmX inh	tim10-1 inh
- CC(=O)Nc1ccc(S(=O)(=O)NNC(=O)COc2cccc3ccccc23)cc1
  8	10	2.8	-7	-10	3	27	8
- COc1cccc(-c2noc(CCC(=O)NC3CCCC3)n2)c1
  4	5	2.3	-5	-2	-2	14	-3
- O=C(Cc1cc(=O)[nH][nH]1)N/N=C/C(Cl)=C/c1ccccc1
  13&-6	21&13	-0.2&-1.6	6&14	6&10	6&-2	1&33	0&10
- N#CCCn1ncc2ccccc21
  -4	5	1.4	9	4	-1	-12	1
- Cc1c(C(c2ccccc2Br)c2c(C)n(C)n(-c3ccccc3)c2=O)c(=O)n(-c2ccccc2)n1C
  -1	10	0.5	9	2	-2	7	3
- Cc1ccc(C(c2c(C)[nH][nH]c2=O)c2c(C)[nH][nH]c2=O)cc1
  20	0	1.1	-2	11	-6	18	42*
- Cc1cc(SCC(=O)c2ccc(O)c(O)c2)n2nc(C)c(-c3ccccc3)c2n1
  -10	0	29	20	-10	101*	52*	-6
- O=C(N/N=C/C(Br)=C\c1ccccc1)c1cccs1
  71*	-182	1.7	-74	44*	2	-111	-15
- COc1ccccc1NC(=O)/C(C#N)=C/c1ccc(OCCN2CCOCC2)c(OC)c1
  7	-17	0.2	11	16	-3	18	8
- O=C(Nc1ccccc1-c1nnc(SCc2ccccc2)o1)c1ccccc1
  8	1	-0.2	-15	2	1	-5	28
- CCCCCCN1CC(=O)N2[C@@H](Cc3c([nH]c4ccccc34)C2(C)C)C1=O
  18	14	3.7	12	21	-5	35	10
- CCCCn1c(N)c(N(CC)C(=O)c2c(C)noc2C)c(=O)[nH]c1=O
  2	5	2.3	3	3	2	11	10
- CC(Oc1ccc(F)cc1)C(=O)Nc1cc(S(=O)(=O)N2CCOCC2)ccc1N1CCN(C)CC1 (stereo unspecified)
  14	1	0.5	1	0	1	14	8
- COC(=O)c1ccc(OC)c(OC2CCCC2)c1
  1	2	1.6	5	3	1	-35	3
- CCOC(=O)Cc1csc(NC(=O)CSc2nnnn2-c2ccc(F)cc2)n1
  6	18	-1.4	-3	11	-4	7	22
- CCc1ccc(CN2CCN(c3ncccn3)CC2)cc1
  -1	-20	4.4	-6	-9	-3	-5	-23
- COc1ccc(OCC(=O)Nn2c(-c3cccc(OC)c3)nc3ccccc3c2=O)cc1
  10	14	-3.0	1	14	-2	-14	6
